Screens (PubChem)
RAD54 inh: inhibitors of human RAD54 branch migration, primary screen, biochemical, fluorescence, single point; DNA repair and recombination protein RAD54-like (Homo sapiens), Q92698; RAD54 Holliday junction branch migration, FAM/BHQ fluorescence; inhibition, % at 10.4 µM; 0.14% of 360,000 active; AID 602329, 2012;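 active = mean normalized replicate activity at least 40 and at least half of replicates scoring 40 or more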;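 note: 0% = median of neutral control wells and 100% = median of positive control wells; inhibitors cause a drop in the FAM fluorescence signal; in these data hits start at about 50%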
esBAF inh: Bmi1 luciferase reporter increase in mESCs, primary screen, esBAF inhibitor project, mouse ES cells, Bmi1 luciferase knock-in, single point; 24 h; 100% = twice the neutral-well signal; reporter increase, % at 12.5 µM; 2% of 350,000 active; in the data active = activation above about 40%;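 note: 0% = median of the plate's neutral control wells and 100% = double that signal; a rise in the Bmi1 reporter signal indicates esBAF inhibition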
E-selectin induc: E-selectin induction in HUVECs, primary screen, imaging, HUVEC, immunofluorescence imaging, single point; normalized: neutral wells 0, TNF-alpha wells 100; P16581; activation, % at 7.58 µM; 0.37% of 260,000 active;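 active = mean E-selectin-positive cell signal at least 10% of the positive control, reached in at least 60% of replicates, without over 20% cell loss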;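 note: in these data hits start at about 27%; measured in HUVEC primary endothelial cells; signal is the percent of cells scored E-selectin positive by PE staining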
Target sequence (P16581 whole entry, looked up): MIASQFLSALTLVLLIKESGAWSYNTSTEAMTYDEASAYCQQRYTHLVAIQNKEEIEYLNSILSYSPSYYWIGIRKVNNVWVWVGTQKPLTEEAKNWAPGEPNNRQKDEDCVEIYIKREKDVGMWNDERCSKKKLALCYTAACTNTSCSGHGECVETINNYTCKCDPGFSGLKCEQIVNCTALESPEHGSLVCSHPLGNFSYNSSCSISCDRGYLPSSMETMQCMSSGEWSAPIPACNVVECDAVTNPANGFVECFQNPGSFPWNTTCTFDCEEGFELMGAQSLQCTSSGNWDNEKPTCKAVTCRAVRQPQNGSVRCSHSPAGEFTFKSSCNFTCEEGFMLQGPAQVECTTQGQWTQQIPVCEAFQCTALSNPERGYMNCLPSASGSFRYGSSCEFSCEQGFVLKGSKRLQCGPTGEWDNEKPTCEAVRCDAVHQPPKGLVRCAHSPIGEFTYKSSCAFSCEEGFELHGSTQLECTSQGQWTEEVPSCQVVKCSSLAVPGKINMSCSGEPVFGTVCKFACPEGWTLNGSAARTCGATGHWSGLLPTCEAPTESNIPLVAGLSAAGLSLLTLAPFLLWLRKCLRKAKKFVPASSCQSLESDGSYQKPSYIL
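material = human umbilical vein endothelial cells (HUVEC), E-selectin induction | quantity = 3,000 cells/well | medium = EGM-2 growth medium on 0.1% gelatin-coated wells | technique = immunofluorescence imaging | read-out basis = % PE-positive cells | control set = TNF-alpha positive control, DMSO neutral control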
PglD DTNB: C. jejuni PglD acetyltransferase inhibitors, primary screen, biochemical, DTNB colorimetric, single point. purified PglD enzyme, DTNB colorimetric CoA detection. inhibition, % at 12.5 µM. 0.098% of 360,000 active; in the data active = inhibition above about 16%, passing the limit was not always enough; note: strong numbers were not always called active
Casp6 inh: human caspase-6 inhibitors, primary screen, biochemical, VEID-R110 fluorescence, single point, set 2 | AID 686996, 2013 | 0.53% of 350,000 active | P55212 | purified caspase-6, Z-VEID-R110 cleavage fluorescence | inhibition, % at 12.5 µM;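 active = mean inhibition across replicates at least about 35%, with every replicate also reaching that limit, limit read from the data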;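 note: 0% = median of neutral control wells and 100% = no fluorescence left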
RAD52 inh: RAD52 DNA annealing inhibitors, primary screen, biochemical, FRET, single point, set 2 | recombinant RAD52 DNA annealing, FRET fluorescence | inhibition, % at 18.7 µM | 0.46% of 360,000 active | AID 651710, 2012;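 active = every replicate showing at least 50% inhibition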
Target sequence (P43351 whole entry, looked up): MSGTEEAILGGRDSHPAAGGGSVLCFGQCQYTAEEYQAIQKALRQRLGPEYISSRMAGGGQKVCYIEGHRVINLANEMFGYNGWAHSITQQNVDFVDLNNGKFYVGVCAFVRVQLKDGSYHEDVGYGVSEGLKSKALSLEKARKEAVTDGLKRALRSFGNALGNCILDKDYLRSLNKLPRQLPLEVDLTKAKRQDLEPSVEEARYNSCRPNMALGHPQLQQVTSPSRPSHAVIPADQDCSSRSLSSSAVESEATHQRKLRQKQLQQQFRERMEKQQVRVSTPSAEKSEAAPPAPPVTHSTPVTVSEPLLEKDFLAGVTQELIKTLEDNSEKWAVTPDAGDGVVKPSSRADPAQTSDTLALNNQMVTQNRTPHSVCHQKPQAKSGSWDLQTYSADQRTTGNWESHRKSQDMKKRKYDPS
ARNT-TACC3 inh: disruptors of ARNT/TACC3 protein interaction, primary screen, biochemical, AlphaScreen, single concentration. Transforming acidic coiled-coil-containing protein 3 (Homo sapiens), Q9Y6A5. AlphaScreen His-ARNT PAS-B/GST-TACC3 binding, luminescence; TACC3 fragment carries E629A point mutation. inhibition, % at 9.99 µM. 0.66% of 390,000 active. AID 623870, 2012;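 active = mean inhibition of replicates at least 50% and at least half of replicates each reaching 50%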;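 note: 0% = complete ARNT plus TACC3 wells and 100% = ARNT alone without TACC3; many hits fall short of the cut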
ERp5 block: inhibitors of ERp5-driven insulin aggregation, primary screen, biochemical, turbidity, absorbance 650 nm, single point | 90 min | Protein disulfide-isomerase A6 (Homo sapiens), Q15084 | 0.05% of 350,000 active | inhibition, % at 9.99 µM;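 active = mean replicate inhibition above about 25%, with every replicate also reaching it, limit read from the data, passing the limit was not always enough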
* = called active by the depositor; / = no result given; & = joins results of further samples.

SMILES | RAD54 inh | esBAF inh | E-selectin induc | PglD DTNB | Casp6 inh | RAD52 inh | ARNT-TACC3 inh | ERp5 block
CC(NC(=S)NC(=O)c1cccs1)c1ccccc1 (centres undefined) | / | -3 | 0.3 | / | -1 | -10 | 0 | -8
CNC(=O)CCn1nc(-c2ccc(Cl)cc2)c2ccccc2c1=O | -4 | -8 | / | -1 | / | / | -1 | /
CCC(=O)NC1CC2CCCC(C1)N2Cc1ccc(C)cc1 (centres undefined) | -6 | 7 | 0.0 | 0 | -1 | -10 | 10 | -1
O=S(=O)(Cc1ccccc1)N1CCCCN2[C@@H](CO)[C@@H](c3ccc(-c4cccnc4)cc3)[C@@H]2C1 | 2 | 1 | -0.4 | -4 | -1 | 9 | 5 | -3
O=C(Nc1nnc(Cc2ccccc2)s1)C1CCC1 | 2 | 5 | 0.3 | 2 | 1 | 8 | 23 | 1
O=C(O)CCC(=O)c1cccc2ccccc12 | -8 | -11 | / | 2 | / | / | 2 | /
Cc1cccc(NC(=O)CSCC(=O)Nc2cccc3ncccc23)c1 | 3 | -1 | -0.1 | 2 | 3 | -26 | 1 | 5
Cc1ccc(N(CC(=O)NC2CCC(C)CC2)S(=O)(=O)c2cccnc2)cc1 (centres undefined) | -12 | 1 | 0.0 | 5 | 3 | -4 | 2 | -3
Clc1ccc(-c2csc(-c3ccncc3)n2)cc1 | 0 | 51* | 1.8 | 2 | -2 | -17 | 0 | 7
Cc1cccc(C(=O)N[C@H](C(=O)Nc2ccc(C)c(S(=O)(=O)N3CCOCC3)c2)C(C)C)c1 | 0 | 11 | -0.2 | -1 | -1 | -10 | -6 | 3
O=C(NCc1ccccn1)C1CCCN(S(=O)(=O)c2ccc(Br)cc2)C1 (centres undefined) | 1 | 9 | / | -3 | / | / | 0 | /
COc1ccccc1NC(=O)c1ccc[n+]([O-])c1 | -13 | -5 | / | 0 | 0 | -12 | 13 | 0
COc1ccc(CCNC(=O)C2CC(=O)N(CCc3ccc(C)cc3)C2)cc1OC (centres undefined) | -3 | / | 4.2 | -4 | -1 | -7 | -19 | 0
Cc1[nH]c2ccccc2c1CC#N | 5 | / | 1.8 | 1 | 1 | 3 | -3 | 5
COc1ccc(C(=O)NCc2ccc(Cl)c(Cl)c2)cc1OC | 0 | -3 | / | -2 | / | / | 7 | /

4 entries from above, ordered by their value in Casp6 inh, highest first:
canonical_smiles | esBAF inh | PglD DTNB | Casp6 inh | RAD52 inh | ARNT-TACC3 inh | ERp5 block
Cc1cccc(NC(=O)CSCC(=O)Nc2cccc3ncccc23)c1 | -1 | 2 | 3 | -26 | 1 | 5
O=C(Nc1nnc(Cc2ccccc2)s1)C1CCC1 | 5 | 2 | 1 | 8 | 23 | 1
COc1ccccc1NC(=O)c1ccc[n+]([O-])c1 | -5 | 0 | 0 | -12 | 13 | 0
O=S(=O)(Cc1ccccc1)N1CCCCN2[C@@H](CO)[C@@H](c3ccc(-c4cccnc4)cc3)[C@@H]2C1 | 1 | -4 | -1 | 9 | 5 | -3

Other results
SMILES | RAD54 inh | esBAF inh | E-selectin induc | PglD DTNB | Casp6 inh | RAD52 inh | ARNT-TACC3 inh | ERp5 block
Cc1ccc(C(C)C)c(OCCCNCc2cccnc2)c1 | / | / | / | / | -16 | 8 | 3 | -11
CCn1c(CNc2cccc(Cl)c2)nnc1SCc1ccccc1 | -2 | 6 | / | -1 | / | / | -3 | /
COCCNC(=O)/C(C#N)=C/c1c(N2CCN(c3ccccc3)CC2)nc2ccccn2c1=O | -8 | 8 | / | -6 | -2 | -32 | 3 | 4
C[C@H](CO)N1C[C@H](C)[C@@H](CN(C)C)Oc2cc(C#CCN(C)C)ccc2S1(=O)=O | -9 | 1 | -0.2 | 3 | -1 | 3 | -4 | -3
Cc1ccc(Cn2c(=O)c3ccccc3n3nc(C)cc23)cc1 | / | / | / | / | 6 | -3 | -3 | 0
Cc1ccc(S(=O)(=O)N2CCCC2C(=O)Oc2ccccc2)cc1 (centres undefined) | 5 | 3 | / | -8 | / | / | 3 | /
COc1cc(CC(=O)NC(c2ccccc2)c2ccccc2)cc(OC)c1OC | / | 2 | / | / | -2 | -2 | 0 | 2
COc1cccc(C2NC(=S)N(Cc3ccccc3)C(C)=C2C(C)=O)c1 (centres undefined) | / | / | -0.1 | / | 0 | -18 | / | 0
NC(=O)CN1C(=O)C(=O)N(Cc2ccc(F)cc2)C1=O | -18 | -3 | / | 3 | -9 | -4 | -25 | -3
Cc1ccc(SCCC(=O)Nc2nccs2)cc1 | / | 8 | -0.1 | / | -3 | -6 | -28 | 2
COC(=O)C[C@H]1CC[C@H]2[C@@H](COc3ccc(NC(=O)Nc4cccc(Cl)c4)cc3C(=O)N2C)O1 | 6 | 5 | 0.4 | -1 | -1 | / | 11 | 3
c1ccc(Oc2nc(-c3ccccn3)nc3ccccc23)cc1 | -6 | / | / | 0 | -2 | -26 | / | -4
C[C@H]1CN([C@@H](C)CO)C(=O)c2cc(-c3cccc(F)c3)cnc2O[C@@H]1CN(C)CC1CCOCC1 | -3 | -2 | -0.2 | 1 | -3 | 11 | -1 | 2
COc1ccc(CNC(=O)N2CCN(S(=O)(=O)c3ccccc3F)CC2)cc1 | 8 | 6 | / | -2 | -8 | -14 | 1 | -9
O=C(CN1CCOCC1)N1CCCCN2[C@@H](CO)[C@H](c3ccc(C#Cc4ccccc4F)cc3)[C@@H]2C1 | 10 | -1 | 0.8 | 0 | / | / | 8 | /
CC1(C)Cc2c(sc(NC(=O)c3ccc(C(=O)c4ccccc4)cc3)c2C(N)=O)C(C)(C)N1 | 22 | / | -0.2 | -4 | -7 | -5 | 2 | 1
CCN(C(=O)COC(=O)c1ccco1)c1c(N)n(Cc2ccccc2)c(=O)[nH]c1=O | 1 | 4 | -0.3 | 0 | 2 | -1 | 2 | 1
COc1ccc(C(=O)/C=C/C(=O)N(CC(=O)NCCC(C)C)Cc2cccs2)c(O)c1 | / | / | 8.9 | / | 3 | -1 | 20 | 6
NC(=O)Cn1cnc2nc3n(c2c1=O)CCC3 | / | / | 7.7 | / | 1 | -10 | 5 | 12
CC1CCN(C(=O)C2CCN(S(=O)(=O)c3cccs3)CC2)CC1 | -1 | 20 | / | -2 | 1 | -4 | -3 | 2
Cc1ccccc1C(=O)NCCN1CCC(n2c(=O)[nH]c3ccccc32)CC1 | / | / | -0.1 | / | -4 | -1 | / | 0
COc1ccc(C(=O)NC[C@H]2O[C@@H](n3cnc4c(N)ncnc43)[C@H](O)[C@@H]2O)cc1OC | 4 | 0 | -0.7 | -2 | -4 | -6 | / | -9
CC(NC(=O)c1ccc(F)cc1F)C1CC2CCC1C2 (centres undefined) | 8 | 1 | / | 0 | -2 | -4 | / | 3
Cc1cc(=O)[nH]c(-n2ncc(C#N)c2N)n1 | -3 | -1 | / | 15 | 1 | -11 | 56* | 1
C=CCOc1ccc(Br)cc1CNC(C)(C)C | / | / | / | / | -7 | -18 | -8 | -3
CCOc1cc(/C=C2/SC(=S)N(CC3CCCO3)C2=O)ccc1O (centres undefined) | / | / | 0.1 | / | -2 | -47 | 6 | -3
CCCNC(=O)C[C@H]1CC[C@@H]2[C@@H](COc3ccc(NC(=O)C4CCCC4)cc3C(=O)N2C)O1 | 0 | 0 | -0.1 | 3 | -2 | -11 | 2 | -3
COc1ccccc1N1CCN(/N=C/c2ccccc2C(=O)O)CC1 | -6 | 12 | -0.1 | -4 | -1 | -5 | 4 | 0
CCOC(=O)CN1C(=O)S/C(=C/c2ccco2)C1=O | -12 | -2 | / | 5 | 11 | -45 | 5 | 5
CCc1ccc(C(=O)Nn2c(C)nc3ccccc3c2=O)cc1 | 1 | 8 | / | -1 | -2 | -3 | 8 | 1

A few values from above.
CCCNC(=O)C[C@H]1CC[C@@H]2[C@@H](COc3ccc(NC(=O)C4CCCC4)cc3C(=O)N2C)O1 | ERp5 block = -3
COc1ccc(C(=O)NC[C@H]2O[C@@H](n3cnc4c(N)ncnc43)[C@H](O)[C@@H]2O)cc1OC | ERp5 block = -9

(list continues)
SMILES | RAD54 inh | esBAF inh | E-selectin induc | PglD DTNB | Casp6 inh | RAD52 inh | ARNT-TACC3 inh | ERp5 block
CN(C)CCN1C(=O)C(=O)/C(=C(/O)c2ccc(OCc3ccccc3)cc2)C1c1ccncc1 (centres undefined) | 1 | 4 | / | 2 | / | / | -4 | /
C[C@H]1CN([C@@H](C)CO)C(=O)c2cc(NC(=O)Nc3cccc4ccccc34)ccc2O[C@@H]1CN(C)C(=O)Nc1ccc2c(c1)OCO2 | 2 | 25 | 8.7 | 0 | 1 | -10 | -2 | -9
COc1ccc(C(=O)NC(C)c2nc3ccccc3n2C)cc1OC (centres undefined) | -17 | -7 | / | -2 | / | / | -6 | /
c1ccc(-c2nnc(SCC3CCCCO3)nc2-c2ccccc2)cc1 (centres undefined) | -4 | 7 | / | 7 | 0 | -1 | 10 | 0
CCS(=O)(=O)Nc1ccc2c(c1)C(=O)N(C)C[C@@H](OC)[C@H](C)CN(Cc1cccnc1)[C@H](C)CO2 | 0 | 1 | 0.1 | -3 | 0 | -6 | -11 | -4
CCC(C)NC(=O)C1CCCN(C(=O)NC2CCCCC2)C1 (centres undefined) | 0 | -3 | / | -6 | / | / | 24 | /
CCOC(=O)c1c(NC(=O)Cc2ccccc2)sc2c1CCN(CC)C2 | -7 | 4 | / | 0 | 0 | 6 | 1 | -5
COc1ccc(NC(=S)N(CCC(C)C)C2CCN(C(C)=O)CC2)cc1 | 6 | -3 | / | -1 | 0 | 3 | -7 | 2
O=C(/C=C/c1ccc(S(=O)(=O)N2CCOCC2)cc1)NCCCn1ccnc1 | 2 | -3 | 0.3 | -11 | -82 | 1 | -4 | -1
O=C1NC2(CCCCC2)C(=O)N1/N=C/c1ccc(O)cc1O | 5 | 20 | / | -2 | / | / | 10 | /
O=C(c1cccnc1)N1CC[C@@H]2[C@H](CO)Nc3ccc(C4=CCCCC4)cc3[C@@H]21 | / | / | 0.9 | / | 3 | 8 | / | 7
Cc1cc(Nc2cc(C(=O)O)ccc2C)n2ncnc2n1 | 3 | -8 | 0.2 | -5 | 3 | -7 | -2 | 3
O=C(NC(=O)N1CCN(c2cccc(Cl)c2)CC1)c1ccc(Cl)cc1 | 2 | -3 | 1.1 | -4 | 2 | -14 | 9 | 1
COc1ccccc1NC(=O)CSc1nnnn1-c1ccccc1F | -1 | 4 | 0.1 | -5 | 0 | -1 | 1 | 0
COc1cccc(C(=O)Nc2ccc3c(c2)OC[C@H](C)N(C(=O)C2CCCC2)C[C@@H](C)[C@@H](OC)CN(C)C3=O)c1 | -23 | -6 | 0.1&0.1 | 3 | 2&6 | 1&-5 | -8 | 1&1
COc1ccc(-n2c(Cc3cccn3C)nnc2SCC(=O)Nc2ccc(C)cc2)cc1 | 8 | 2 | / | 1 | 2 | -54 | 3 | -1
Cc1c(C)n2c(SCC(=O)Nc3ccc4c(c3)OCCO4)nnc2[nH]c1=O | 7 | / | -2.9 | 1 | -1 | -3 | 4 | 2
Cc1ccc(NC(=O)CNC(=O)c2ccc(Br)o2)nc1 | -5 | 7 | -0.2 | 5 | 1 | -7 | 19 | 2
COC(=O)c1ccc(CNC(=O)c2ccc(S(=O)(=O)N3CCCC(C)C3)cc2)cc1 (centres undefined) | 6 | 3 | / | -1 | -2 | -8 | -8 | 0
CCc1cccc2c1NC(=O)C2(O)N1CCCC(C)C1 (centres undefined) | -3 | 21 | / | 3 | 2 | -8 | -25 | 0
CN(C)C(=O)c1ccc(-c2ccc3c(c2)[C@@H]2[C@@H](CCN2C(=O)c2cnccn2)[C@H](CO)N3)cc1 | -1 | 1 | -0.6 | 0 | 2 | -16 | 5 | 0
COc1cccc(CNC(=O)[C@@H]2CCCN2)c1 | / | / | 0.0 | / | -2 | -1 | / | -2

Compounds as they come; about 3.2% have a hit in one of these screens.
